High-throughput results (PubChem)
cardiac RTF act: cardiac RTF calcium sensitization. P19429+P45379. IANBD-labeled TnC RTF fluorescence at EC20 calcium; 0% EC20 calcium, 100% full calcium. activation, % at 7.2 µM. 0.24% of 340,000 active;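 active means activation above the mean over all tested compounds plus 3 SD, cut at about 30% in these data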;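 further: rise in fluorescence read as greater calcium sensitivity of cardiac thin filaments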
PvdQ inh: P. aeruginosa PvdQ acylase inhibition; inhibition, % at 10 µM; 0.063% of 340,000 active; purified PvdQ acylase, fluorescence plate reader; in the data active means inhibition above about 30%, passing the limit was not always enough;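 further: 0% = vehicle neutral wells and 100% = reference inhibitor wells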
SUMO Mot1 rescue: inhibitors of SUMOylation pathway: yeast Mot1-301 growth rescue; S. cerevisiae Mot1-301 growth rescue, ATP luminescence, 38.5C; percent above DMSO median, 100 means doubled; growth rescue, % at 18.8 µM; 1% of 320,000 active;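 active means every valid replicate shows activation above 250% relative to neutral control wells; inactive means the rest, any valid replicate at or below 250%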;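 further: OY570 slx delta 5 strain wells were the positive control but not used for scaling; some compounds called inactive have numbers as strong as hits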
NSD2 HMT inh: blocks human histone methyltransferase NSD2. O96028. NSD2 peptide methylation, AlphaScreen, 120 min. inhibition, % at 12.5 µM. 0.54% of 310,000 active; in the data active means inhibition above about 50%
C-LANA FP: blocks KSHV LANA C-terminal domain binding to DNA; MBP-C-LANA/FAM-LBS DNA binding, fluorescence polarization; inhibition, % at 9 µM; 0.078% of 340,000 active; AID 504423;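 active means highest replicate inhibition at or above 60% at 9 µM, even if other replicates fall short; inactive means all replicates below 60% inhibition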;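 further: 0% = neutral control wells and 100% = 4 µM acridine orange control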
dFosB activator: enhances mouse delta FosB homodimer DNA binding | activation, % at 25 µM | purified delta FosB, TAMRA-CDK5 oligo fluorescence polarization; percent of positive-control signal above neutral wells | P13346 | 0.99% of 340,000 active;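 active means mean activation above about 17%, with every replicate also reaching it, limit read from the data, passing the limit was not always enough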;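 further: fluorescence polarization rise as delta FosB binds a TAMRA Cdk5 AP-1 oligo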
Target sequence (P13346 whole entry, looked up): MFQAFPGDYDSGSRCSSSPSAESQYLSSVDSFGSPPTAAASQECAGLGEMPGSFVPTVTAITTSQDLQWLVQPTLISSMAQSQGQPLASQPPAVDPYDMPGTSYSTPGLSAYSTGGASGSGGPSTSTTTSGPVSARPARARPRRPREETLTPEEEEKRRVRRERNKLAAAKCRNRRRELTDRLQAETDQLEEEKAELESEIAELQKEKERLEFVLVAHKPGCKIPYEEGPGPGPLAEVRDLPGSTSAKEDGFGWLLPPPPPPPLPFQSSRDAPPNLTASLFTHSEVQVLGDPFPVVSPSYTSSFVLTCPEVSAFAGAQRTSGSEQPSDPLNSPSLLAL
CDK5 inh: inhibitors of human CDK5/p35 kinase | Q00535+Q15078 | Recombinant CDK5/p35, ADP-Glo luminescence, 60 min | AID 488839 | 0.01% of 330,000 active | inhibition, % at 10 µM;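 active means highest replicate inhibition of at least 50% and at least 75% of replicates reaching 50%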;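 further: plate controls were DMSO neutral control for no effect and GW8510 at 10 µM for full effect; many of its hits are not listed in these tables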
RTF Ca sens inh: cardiac RTF calcium desensitization. IANBD-labeled cardiac RTF, Ca2+ fluorescence. inhibition, % at 7.15 µM. 0.12% of 340,000 active;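 active means inhibition above the mean inhibition of all tested compounds plus 3 SD, cut at about 17% in these data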;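 further: assay run at fixed EC70 calcium of 1.6 mM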
Keap1-Nrf2 PPI: disrupts human Keap1 binding to Nrf2 peptide | Q14145 | Keap1 Kelch-Nrf2 peptide fluorescence polarization, 1536-well | inhibition, % at 9.4 µM | 0.15% of 340,000 active | AID 504523; in the data active means inhibition above about 12%;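 further: human Keap1 Kelch domain with fluorescein labeled Nrf2 9mer peptide probe; 0% = neutral control wells and 100% = peptide positive control; higher means more block of Keap1 binding to Nrf2 peptide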
PfHsp90 yeast 2: reduces growth (ATP signal) of yeast expressing P. falciparum Hsp90 | S. cerevisiae expressing PfHsp90, BacTiter-Glo ATP, 48 h; yeast lacking PDR1 and PDR3 efflux regulators | inhibition, % at 9.4 µM | 0.32% of 310,000 active | AID 504621;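 active means every replicate shows inhibition above about 80%, whatever the replicate mean, limit read from the data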;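 further: 0% = DMSO neutral controls and 100% = 20 µM radicicol positive controls; yeast relying on Plasmodium falciparum Hsp90 in place of its own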
Rtt109 HAT inh: C. albicans Rtt109 histone acetyltransferase inhibition. purified Rtt109/Vps75, ThioGlo CoA-SH fluorescence, 4 h. inhibition, % at 34.9 µM. Q5AAJ8. AID 540336. 0.16% of 330,000 active;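 active means inhibition of at least 50% in every replicate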
Target sequence (Q5AAJ8 whole entry, looked up): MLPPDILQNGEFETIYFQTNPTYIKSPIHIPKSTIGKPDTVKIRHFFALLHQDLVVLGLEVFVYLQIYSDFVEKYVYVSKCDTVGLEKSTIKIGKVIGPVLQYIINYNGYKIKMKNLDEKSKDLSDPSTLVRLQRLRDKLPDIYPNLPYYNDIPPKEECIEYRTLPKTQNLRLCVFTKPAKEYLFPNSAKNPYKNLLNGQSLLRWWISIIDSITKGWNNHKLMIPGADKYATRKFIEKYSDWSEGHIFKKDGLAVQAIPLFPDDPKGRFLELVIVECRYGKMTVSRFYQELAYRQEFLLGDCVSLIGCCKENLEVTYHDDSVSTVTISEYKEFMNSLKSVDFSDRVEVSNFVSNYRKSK
The depositor's hits bear a star; / = not tested or not shown.

Molecule,cardiac RTF act,PvdQ inh,SUMO Mot1 rescue,NSD2 HMT inh,C-LANA FP,dFosB activator,CDK5 inh,RTF Ca sens inh,Keap1-Nrf2 PPI,PfHsp90 yeast 2,Rtt109 HAT inh
CCO[C@H]1OC(C(=O)NCc2nc3ccccc3[nH]2)=C[C@@H](c2ccc(Br)cc2)[C@@H]1CCCO,6,-9,85,/,-0.3,-3,-0.4,-8,1,-17,12
CC(NC(=O)NC(=O)c1cccc(Cl)c1)c1ccccc1 (centres undefined),-1,0,0,-4,-2.9,-4,-0.2,3,3,-32,6
O=C(NCC(=O)N1CCN(C(=O)c2ccco2)CC1)c1ccccc1,-4,-5,1,-1,1.6,-5,0.3,-7,2,12,-14
Nn1c(SCC(=O)NCc2ccc3c(c2)OCO3)nnc1C(F)(F)F,-1,-12,-20,/,-1.5,6,-2.2,-6,-2,-1,-5
Clc1ccc(-c2ccccc2)cn1,-6,-16,-9,/,-0.8,4,0.8,-10,4,-1,-1
O=C(Nc1ccccc1C(=O)N1CCCCC1)c1ccc(Cl)cc1Cl,4,-11,371,-5,1.5,-9,2.2,3,1,-29,-2
COc1ccc(C(=O)NNC(=O)C(=O)/C=C(\O)c2ccc(C)cc2)cc1,1,5,20,2,1.8,-6,0.0,2,-2,-7,/
COc1ccc(NC(=O)Nc2cccc3c2O[C@@H](CN(C)CC2CCCCC2)[C@@H](C)CN([C@H](C)CO)C3=O)cc1,5,-2,13,/,-1.1,2,2.0,-8,0,-5,8

Next section.
Molecule,cardiac RTF act,PvdQ inh,SUMO Mot1 rescue,NSD2 HMT inh,C-LANA FP,dFosB activator,CDK5 inh,RTF Ca sens inh,Keap1-Nrf2 PPI,PfHsp90 yeast 2,Rtt109 HAT inh
CSc1nc(C)cc(-n2cc(F)c(=O)[nH]c2=O)n1,-3,1,-6,-6,-0.3,-10,-0.7,-5,2,1,15
O=c1c2c3c(sc2n2c(=S)[nH]nc2n1-c1ccccc1)CCC3,/,-16,-12,1,1.1,-4,-4.5,/,-2,-22,5
COc1ccc(Nc2nc(NN)nc(C)c2[N+](=O)[O-])cc1,-5,6,4,-2,0.7,-9,-0.5,1,-4,-8,1
O=C1NC[C@@H](Cc2cccc3ccccc23)N(CCc2cc(C(F)(F)F)cc(C(F)(F)F)c2)C1=O,-3,-1,15,/,-0.2,-15,3.5,-4,2,-27,14
COc1ccc(NC(=O)CCSc2ccc(C)cc2)cc1S(=O)(=O)Nc1ccccc1Cl,5,5,-25,1,-1.2,-7,1.3,2,0,-5,3
COc1cccc(/C=N/NC(=O)c2cnccn2)c1OC,4,-16,2,2,2.6,-1,1.4,-2,1,-19,5
COc1ccc(OC)c(Nc2ncnc3sc(-c4ccccc4)cc23)c1,1,-1,-6,-1,2.2,-4,-0.8,3,-1,-10,-8
CCc1cccc2c(SCC(=O)NCC3CCCO3)nc(-c3ccc(F)cc3)nc12 (centres undefined),-7,4,2,-3,0.0,-1,-1.5,5,2,-17,20

(continued)
Molecule,cardiac RTF act,PvdQ inh,SUMO Mot1 rescue,NSD2 HMT inh,C-LANA FP,dFosB activator,CDK5 inh,RTF Ca sens inh,Keap1-Nrf2 PPI,PfHsp90 yeast 2,Rtt109 HAT inh
COc1ccc(OC)c(CN2CCCC(CO)C2)c1 (centres undefined),-1,-7,174,-5,0.3,2,-0.7,-3,-6,-1,/
CN(C(=O)c1cnccn1)c1nnc(-c2cnccn2)s1,6,-12,143,4,1.9,-1,0.0,-10,3,13,-14
CC1CN(C(=O)CCC(=O)NCc2ccc(F)cc2)c2ccccc2S1 (centres undefined),5,-16,-13,/,0.5,1,-0.2,-3,-1,-47,3
COc1ccc(S(=O)(=O)N(C)c2ccc(C(=O)N3CCN(c4ccccc4)CC3)cc2)cc1OC,-3,-2,6,1,-0.3,-14,2.9,-8,0,5,11
COc1ccc(NC(=O)CSc2nnnn2C)cc1S(=O)(=O)N1CCCCC1,-3,0,/,-2,-0.9,-4,-0.3,-4,-4,1,12
Cn1nccc1C(=O)Nc1nnc(C2CC2)s1,-2,-9,-12,/,1.7,0,0.9,-6,-4,-11,0
CSC1=C(C#N)C(c2ccc(Cl)cc2)C2=C(CC(C)(C)CC2=O)N1 (centres undefined),1,-5,-1,-2,0.5,-4,1.5,-1,-6,-14,-2
NS(=O)(=O)c1ccc(O)c(NC(=O)c2ccc([N+](=O)[O-])cc2)c1,1,-13,6,2,-2.2,-34,-0.9,-3,2,-3,3

(continued)
Molecule,cardiac RTF act,PvdQ inh,SUMO Mot1 rescue,NSD2 HMT inh,C-LANA FP,dFosB activator,CDK5 inh,RTF Ca sens inh,Keap1-Nrf2 PPI,PfHsp90 yeast 2,Rtt109 HAT inh
Cc1ccc(SCc2c(C(=O)N/N=C/c3ccccc3)nnn2-c2nonc2N)cc1,0,-12,-26,-2,-0.4,25*,0.5,-6,-3,-25,-2
Cc1ccc[n+](CC(=O)Nc2cc(C(F)(F)F)ccc2Cl)c1,-1,-11,8,-6,0.1,-10,0.9,-3,-5,16,0
CC(NC(=O)CCC(=O)c1ccccc1)c1ccc(F)cc1 (centres undefined),2,0,78,-1,0.4,-10,-0.6,-36,1,/,-4
COc1ccc(N=C2NC(=O)/C(=C\c3ccco3)S2)cc1,-7,0,-24,-3,-1.7,-15,0.5,-3,-3,-2,9
CCN1CCN(CCNC(=O)c2cc(Cl)c(NC(=O)C3=C(C)OCCS3)cc2OC)CC1,5,-9,397,8,-0.1,0,-1.9,2,-1,-3,-14
C/C(=N\NS(C)(=O)=O)c1ccc(C)cc1,11,-11,1,2,1.3,-10,0.8,-5,-2,/,5
CC(=O)Nc1ccc(NC(=O)C(C)OC(=O)c2ccc(-n3cnnn3)cc2)cc1 (centres undefined),-2,6,0,-1,-0.6,-1,-0.2,-6,1,/,2
Cc1ccc(CN2CCN(CCCc3ccccc3)CC2CCO)cc1 (centres undefined),0,-3,13,7,-0.7,-7,-2.8,-4,2,12,-1

(list continues)
Molecule,cardiac RTF act,PvdQ inh,SUMO Mot1 rescue,NSD2 HMT inh,C-LANA FP,dFosB activator,CDK5 inh,RTF Ca sens inh,Keap1-Nrf2 PPI,PfHsp90 yeast 2,Rtt109 HAT inh
COc1ccc(Cc2noc(CN3CCN(C4CCc5ccccc5C4)CC3)n2)cc1OC (centres undefined),/,-6,10,0,-0.2,-6,0.7,/,-1,10,0
CC(=O)c1c(OC(=O)c2ccc(C)cc2)c2ccccc2n1C,-15,5,-15,/,1.6,0,-1.3,-4,-3,23,14
Cc1cc(NC(=O)NC(=O)c2ccccc2NC(=O)C(C)N)ccc1Oc1ncc(Br)cn1 (centres undefined),-4,-17,/,2,2.5,-8,-1.8,-6,1,-8,0
CCC1CCc2sc(C(=O)N3CCCN(C)CC3)cc2C1 (centres undefined),0,-13,-14,7,-1.6,1,-3.3,-1,-3,7,3
Cc1ccc(S(=O)(=O)N2CCCCC2)cc1NC(=O)Cn1ccc(C(F)(F)F)n1,-7,-7,54,-3,-1.6,3,-1.7,-4,0,20,3
CC(=O)c1ccc(OCC(O)CNCc2ccc3c(c2)OCO3)cc1 (centres undefined),4,-17,8,-1,-0.6,0,0.2,-8,0,9,0
Cc1cc(C)nc(SCc2nc3ccccc3n2C)n1,3,-12,0,19,1.6,-7,0.0,-5,-1,-42,-3
Fc1ccc(Nc2ncnc3sc4c(c23)CCC4)cc1,-6,-11,4,2,-1.7,4,1.3,-3,-5,17,-16

Next part:
Molecule,cardiac RTF act,PvdQ inh,SUMO Mot1 rescue,NSD2 HMT inh,C-LANA FP,dFosB activator,CDK5 inh,RTF Ca sens inh,Keap1-Nrf2 PPI,PfHsp90 yeast 2,Rtt109 HAT inh
Cc1ncoc1C(=O)N1CCCC(C(=O)c2ccc(-c3ccccc3)cc2)C1 (centres undefined),2,-1,15,0,0.1,-9,-2.7,-19,0,-7,5
COC(=O)c1ccc(COc2ccccc2/C=N/Nc2cccc(C(=O)O)c2)cc1,8,-12,/,6,2.2,-5,-3.3,-4,-2,-8,19
Cc1cc(=O)[nH]c2c1c(C)nn2-c1ccccc1,1,12,-9,/,-1.0,3,0.5,-6,-6,/,5
COc1cc(/C=C(\C#N)c2nc3ccc(C)cc3[nH]2)c([N+](=O)[O-])cc1OC,-1,4,3,0,-2.9,-2,0.1,-1,3,2,5
CCOc1ccccc1/C=C/c1onc(C)c1S(=O)(=O)N1CCC(C(=O)NC(C)C)CC1,-2,-12,-1,1,0.3,-3,0.3,-7,1,-25,0
CC(C)N1C(=O)CCN(C=O)c2ccccc21,10,-28,10,-4,-1.2,-1,-2.9,-8,-4,-34,2
CC(=O)CCS(=O)(=O)c1ccc(C)c(C)c1,-3,-12,5,-1,-1.3,4,-0.2,3,-6,20,-10
COCCNc1nc2nonc2nc1N(C)Cc1cccc2cnccc12,-9,10,0,-2,-1.1,0,-0.2,3,-1,16,-10

Carrying on:
Molecule,cardiac RTF act,PvdQ inh,SUMO Mot1 rescue,NSD2 HMT inh,C-LANA FP,dFosB activator,CDK5 inh,RTF Ca sens inh,Keap1-Nrf2 PPI,PfHsp90 yeast 2,Rtt109 HAT inh
COc1ccc(OC)c(N(C(=O)c2snc(C(N)=O)c2N)C(C(=O)NCC2CCCO2)c2ccc3ncccc3c2)c1 (centres undefined),2,6,-22,-1,-1.0,-7,5.3,-4,1,7,-10
Cn1c(=O)oc2cc(S(=O)(=O)CCC(=O)N3CCN(c4ccccc4)CC3)ccc21,-1,-16,-22,/,-0.3,-4,0.8,0,-2,-4,-2
CSc1ccccc1C(=O)Nc1cc([N+](=O)[O-])ccc1C,1,-16,-18,3,/,13,0.1,-1,/,/,-8
COc1ccc(O)c(/C=N/N2CCOCC2)c1,1,-1,-12,-3,-1.0,0,1.2,-4,-6,16,0
CCCCNC(=O)COC(=O)c1ccc(NS(=O)(=O)c2ccc3c(c2)OCCO3)cc1,-2,-16,-2,1,0.8,-5,-1.8,-7,-3,29,0
C=CCn1c(=NC(=O)c2cc(-c3cccs3)nc3ccccc23)sc2cc(S(N)(=O)=O)ccc21,0,18,-16,-2,-0.7,-3,-0.3,-14,1,-32,0
Cn1c(=O)cc(-c2ccccc2)c2ccccc21,-1,3,95,0,6.1,-1,1.8,-6,6,/,-1
COc1ccc(F)cc1-c1nc(N)nc(N)n1,-2,-9,16,/,-0.9,8,1.6,15,0,-5,-3
